From PubChem BioAssay
Eya2 inh = blocks the phosphatase activity of human Eya2; O00167; recombinant Eya2, OMFP fluorescence dephosphorylation (OMFP is methylfluorescein phosphate); Potency, µM (series often up to 76.9 µM), without a hit: at the top dose activity, negative = inhibition, usual class: inhibitors; 0.006% of 330,000 active; AID 488837; further: potency means the concentration at half of the fitted maximal effect
Target sequence (O00167 whole entry, looked up): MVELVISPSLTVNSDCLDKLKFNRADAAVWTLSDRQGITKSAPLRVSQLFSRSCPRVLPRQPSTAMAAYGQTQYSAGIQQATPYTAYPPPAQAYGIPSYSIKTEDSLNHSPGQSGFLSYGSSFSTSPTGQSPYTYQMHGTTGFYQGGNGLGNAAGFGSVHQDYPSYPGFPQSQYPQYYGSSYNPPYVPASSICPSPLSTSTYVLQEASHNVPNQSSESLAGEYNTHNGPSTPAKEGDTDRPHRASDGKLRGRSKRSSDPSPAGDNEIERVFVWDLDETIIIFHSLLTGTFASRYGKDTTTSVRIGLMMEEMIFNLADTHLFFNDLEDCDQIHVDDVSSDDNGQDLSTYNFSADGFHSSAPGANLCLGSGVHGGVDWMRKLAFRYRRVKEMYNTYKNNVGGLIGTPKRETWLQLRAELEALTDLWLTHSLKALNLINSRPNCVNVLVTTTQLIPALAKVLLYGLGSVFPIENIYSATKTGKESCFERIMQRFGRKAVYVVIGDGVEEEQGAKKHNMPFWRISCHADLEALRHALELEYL
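Eya2 (0.2 uM) preincubated 10 min at ambient with compound, then OMFP substrate added at 50 uM; 10 min reaction in 50 mM HEPES pH 7.5, 50 mM NaCl, 5 uM MgCl2, 0.05% BSA, 1 mM DTT. Fluorescence read at Ex 485/Em 525 nm.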
Coupling enz = inhibits coupling enzyme system, counter-screen for aldolase hits; 0.67% of 290,000 active; activity change, negative = inhibition, % at 58.2 µM, hits read low; coupling enzyme system counterscreen, AmpLite Red fluorescence; in the data active means activity change below about -30%
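Counterscreen of the coupled detection system alone, without aldolase: glyceraldehyde-3-phosphate coupling enzymes plus AmpLite Red readout. Compounds at 57.5 uM final, 10 min RT preincubation, 20 min RT reaction, fluorescence 525/598 nm.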
hERG WT inh = blocks the wildtype human KCNH2 potassium channel. Q12809. U2OS, BacMam KCNH2, thallium flux FluxOr; hits give low values. activity change, % at 1.84 µM. 0.37% of 340,000 active. AID 720551;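 active means maximum activity change below -70%; inconclusive means maximum activity change between -70% and -50%; inactive means maximum activity change above -50%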
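U2OS cells were transduced with wild-type KCNH2 virus (2.03 x 10^8 / mL) for 4 h at room temperature, then cultured overnight at 37 C. Thallium flux was read with FluxOr dye. Rate constants were normalized to DMSO controls.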
uPA surface inh = blocks generation of uPA at the cell surface; cell surface uPA generation assay, qHTS; Potency, µM (doses to about 38.3 µM), for the others: at the top dose activity change, negative = inhibition, usual class: inhibitors; 0.31% of 330,000 active; active means well fitted inhibition curve with a large enough effect; inconclusive means small, poorly fitted or top-dose-only effect; inactive means no such curve, though single readings can be large or run the other way; tested in mouse RAW 264.7 cells; further: potency means the concentration at half of the fitted maximal effect; nearly all actives have a fitted effect of over 55% in size
KCNH2 3.1 block = KCNH2 3.1 (human) potassium channel inhibition; U2OS KCNH2 3.1, thallium flux FluxOr; hits give low values; 0.95% of 340,000 active; activity change, % (tested at about 1.8 µM);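 active means maximum activity change below -70%; inconclusive means maximum activity change from -70% to -50%; inactive means maximum activity change above -50%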;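 further: thallium influx rate constant from kinetic fluorescence after stimulation buffer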
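U2OS cells transduced with KCNH2 3.1 mutant virus (1.77 x 10^8 /mL, 4 h), plated overnight at 37 C, loaded 45 min with FluxOr dye plus Red40 quencher. Thallium flux rate constant from kinetic reads after stimulation buffer, normalised to controls.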
B2AR arrestin = beta2AR (human) beta-arrestin recruitment activity; Potency, µM (titrated, usually from 46.1 µM), without a hit: at the highest dose activation, hits mostly activators; 0.02% of 330,000 active; beta-arrestin recruitment to beta2AR, cell-based reporter; P07550;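 further: potency means the concentration at half of the fitted maximal effect; 0% = DMSO controls and full agonism = EC100 isoproterenol or metaproterenol; nearly all actives have a fitted effect of over 65% in size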
Chronic BCR inh = chronic active BCR signaling inhibition; ABC-DLBCL IkBa-CBG/CBR reporter, luminescence ratio, 4 h; Potency, µM (highest dose often 46.1 µM), without a hit: at the highest dose ratio change, negative = lower green/red ratio, actives largely listed as inhibitors; 0.05% of 340,000 active; active means well fitted inhibition curve with a large enough effect in the signal ratio, with a control signal flat, not every such curve was filed as active; inconclusive means small, poorly fitted or top-dose-only effect, or effect the other way, or a change in a side signal; the % refers to the signal ratio;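 further: potency means the concentration at half of the fitted maximal effect; plate controls were basal doxycycline-induced cells for no effect and cells given 10 µM MG132 for full effect; MG132 reads +100%, hits lower the ratio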
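TMD8 ABC-DLBCL cells carrying doxycycline-inducible green luciferase fused to IkappaBalpha plus unfused red luciferase were exposed to compounds (up to 46 uM) for 4 hrs at 37C. Activity came from the overlap-corrected green/red luminescence ratio.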
Giardia killer = kills Giardia lamblia. Giardia lamblia trophozoite viability. activity change, % at 7.66 µM, hits read low. 0.15% of 340,000 active. AID 540267; in the data active means activity change below about -80%; inconclusive means between about -30% and that limit;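 further: parasites exposed to compound for two days anaerobically before the ATP read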
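ATP-content bioluminescence gauges trophozoite survival. Cells (100/well) receive compound and incubate anaerobically for 48 hrs at 37 deg C; detection reagent follows for 15-30 min at room temperature.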
PKM2 activator = PKM2 (human) enzyme activation; purified PKM2, Kinase-Glo ATP luminescence, activation; response scale: 0% is enzyme alone, no compound; Potency, µM (doses to about 57.5 µM), inactives show top-dose activation, most hits filed as activators; 0.34% of 260,000 active; AID 1631; further: potency means the concentration at half of the fitted maximal effect; nearly all actives have a fitted effect of over 55% in size
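Purified hPK-M2 (>95% pure) converted ADP (0.1 mM final) to ATP with 0.5 mM PEP in 50 mM imidazole pH7.2, KCl, MgCl2, Tween 20, BSA; 1 h at room temperature. ATP detected by Kinase-Glo luminescence.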
GALK inhibitor = blocks human galactokinase activity; P51570; Purified GALK, Kinase-Glo residual ATP luminescence; Potency, µM (series often up to 57.5 µM), for the others: at the highest dose activity change, negative = inhibition, most hits filed as inhibitors; 0.007% of 270,000 active; AID 1868; further: potency means the concentration at half of the fitted maximal effect
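Compounds were pin-transferred into ATP buffer (35 uM final), then GALK plus galactose (5 nM, 100 uM final) was added. After 1 h at room temperature, Kinase-Glo Plus was added and luminescence read after 10 min.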
USP2a block = USP2a (human) protease inhibition; 0.01% of 330,000 active; O75604; USP2 core, Ub-CHOP2 coupled fluorogenic reporter, 485/531; AID 463254; Potency, µM (top dose mostly 38.3 µM), without a hit: top-dose activity change, negative = inhibition, usual class: inhibitors;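 further: potency means the concentration at half of the fitted maximal effect; plate controls were DMSO wells for no effect and full inhibition by NEM control for full effect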
Target sequence (O75604 whole entry, looked up): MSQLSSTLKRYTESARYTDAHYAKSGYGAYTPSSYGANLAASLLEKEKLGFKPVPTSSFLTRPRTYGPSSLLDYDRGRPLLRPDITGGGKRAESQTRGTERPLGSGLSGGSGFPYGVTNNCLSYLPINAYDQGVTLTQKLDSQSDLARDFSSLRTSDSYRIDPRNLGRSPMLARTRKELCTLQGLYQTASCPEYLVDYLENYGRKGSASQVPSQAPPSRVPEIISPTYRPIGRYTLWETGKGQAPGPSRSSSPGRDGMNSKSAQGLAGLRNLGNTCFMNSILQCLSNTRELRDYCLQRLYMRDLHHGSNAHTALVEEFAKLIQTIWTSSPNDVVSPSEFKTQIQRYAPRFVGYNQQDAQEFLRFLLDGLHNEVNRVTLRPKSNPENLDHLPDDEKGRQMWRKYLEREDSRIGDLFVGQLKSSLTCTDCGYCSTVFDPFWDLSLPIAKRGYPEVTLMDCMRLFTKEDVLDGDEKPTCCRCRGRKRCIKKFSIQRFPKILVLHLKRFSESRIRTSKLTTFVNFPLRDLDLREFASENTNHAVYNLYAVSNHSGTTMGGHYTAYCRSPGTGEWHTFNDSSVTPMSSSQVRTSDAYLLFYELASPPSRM
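USP2 core (10nM final) preincubated 30min RT with compound in 20mM Tris-HCl pH 8.0, 2mM CaCl2, 2mM beta-mercaptoethanol, 0.05% CHAPS; 25nM Ub-CHOP2 plus 25nM reporter substrate added, fluorescence (Ex485/Em531) read after 60min.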
The depositor's hits bear a star; ? = inconclusive; / = not tested or not shown; & = joins results of further samples; [ ] = another dose, or the depositor's remark. Unless noted, the call rests on the fitted dose curve; in most records, active means well fitted curve in the direction sought with a large enough effect; inconclusive means small, poorly fitted or top-dose-only effect, or another doubt; inactive means no such curve, though single readings can be large; an effect the other way counts as inactive or inconclusive. Unless noted, on the % scale 0 is the no-effect control and ±100 the full control effect.

no.	smiles	Eya2 inh	Coupling enz	hERG WT inh	uPA surface inh	KCNH2 3.1 block	B2AR arrestin	Chronic BCR inh	Giardia killer	PKM2 activator	GALK inhibitor	USP2a block
1	COc1ccc(OC)c(CNC(=O)C2CCN(S(=O)(=O)N3CCC(C)CC3)CC2)c1	3%	1	?	-3%	7	-0.6%	0%	-2	0%	1%	-1%
2	Cc1ccc(OCCCCCN2CCOCC2)cc1	5%	-3	-5	1%	-7	-0.4%	0%	-17	-3%	-2%	0%
3	COc1ccc(S(=O)(=O)N2CCCCCC2)cc1C(=O)N1CCN(c2ccccc2C)CC1	-11%	/	3	15%	-6	-0.2%	-3%	-12	/	/	-3%
4	COC(=O)c1ccc(S(=O)(=O)N2CCCN(Cc3ccccc3)CC2)n1C	-24%	0	1	-3%	6	-0.1%	6%	-7	0%	/	1%
5	Cc1ccc(N2CCN(S(=O)(=O)c3ccc(F)c(C)c3)CC2)c(C)c1	12%	3	-9	-5%	/	-0.5%	?	7	-4%	0%	0%
6	CNC(=O)c1sc(N2N=C3/C(=C/c4ccccc4)CCCC3C2c2ccccc2)nc1C (configuration not stated)	10%	-5	-25	/	7	0.5%	-10%	13	-3%	0%	2%
7	CC(NC(=O)CN1C(=O)NC2(CCCC2)C1=O)c1ccc2ccccc2c1 (configuration not stated)	10%	/	20	10%	-1	0.3%	-9%	2	/	/	-1%
8	O=C(CN(C(=O)c1csnn1)c1cccc(C(F)(F)F)c1)NCCc1ccccc1	7%	1	4	2%	-18	-0.2%	6%	-21	7%	15%	0%
9	CCCCCC(=O)NC(=S)Nc1cccc(-c2nc3ncccc3o2)c1	-3%	4	4	4%	6	-0.3%	?	-12	-1%	0%	-2%
10	Cc1cc(C=O)c(C)n1-c1sc2c(c1C(=O)O)CCCC2	11%	12	6	1%	12	-0.2%	1%	-7	0%	2%	3%
11	COc1ccc(-c2noc(C3CCCN(C(=O)c4c(F)cccc4F)C3)n2)cc1OC (configuration not stated)	-27%	1	4	6%	6	-0.7%	?	-2	-1%	-6%	-2%
12	CC1(C)Cc2nc(NCCCO)c(C#N)cc2CO1	-6%	0	-3	-1%	57	0.0%	-1%	-3	0%	-1%	-1%
13	CCCC(=O)Nc1cc(OC)c(OC)cc1C(=O)O	/	-9	-7	1%	-42	/	/	-2	0%	-2%	/
14	CSc1snc(SCC(N)=O)c1C#N	-1%	1	3	0%	1	-2.7%	-2%	-3	10%	0%	-1%
15	COc1ccc(C(=O)Nc2ccc3c(c2)C(=O)N(C)C3=O)cc1OC	-2%	-15	-4	1%	-2	0.0%	?	-4	/	0%	6%
16	COc1ccc(CN(C)C(=O)C2CSC3(C)CCC(=O)N23)cc1 (configuration not stated)	1%	/	5	-1%	14	-0.6%	8%	-3	/	/	-2%
17	O=c1c2ccccc2n(CC(O)CN2CCCCC2)c2ccccc12 (configuration not stated)	8%	0	1	11%	4	-0.5%	10%	-1	0%	-1%	0%
18	CCOc1ccc(CN(C)C(=O)c2ccc(=O)[nH]c2)cc1	5%	2	-3	0%	7	0.0%	-4%	1	4%	14%	-3%
19	N=C1C(c2ccccc2)=C(O)CN1c1ccccc1N1CCOCC1	10%	-1	-9	-13%	-1	-0.4%	-2%	-11	-2%	0%	-1%
20	O=C(CCNS(=O)(=O)c1ccccc1)OCc1nnc(-c2ccccc2)o1	-9%	/	-131*	-10%	-198*	0.0%	1%	24	/	/	1%
21	CCCS(=O)(=O)c1c(S(=O)(=O)CCC)c2c(N)cccn2c1C(=O)c1ccc(Br)cc1	2%	-18	-12	-3%	-13	-0.3%	?	-11	4%	2%	-10%
22	O=C(Nc1ccc(S(=O)(=O)N2CCCC2)cc1)C1CCCCC1	-3%	0	-11	-3%	2	0.3%	?	5	5%	-1%	2%
23	COc1ccc(C(=O)N2CCCC2)cc1	9%[15.4 µM]	4	13	0%	-5	0.0%	3%	-16	2%	1%	2%
24	Cn1c(N2CCCCC2)nc2c1c(=O)n(Cc1cccc(Br)c1)c(=O)n2C	12%	3	-2	7%	-2	0.0%	1%	-25	2%	2%	-3%

An excerpt from above in order of the USP2a block value, high to low:
| nr | molecule | USP2a block |
| --- | --- | --- |
| 23 | COc1ccc(C(=O)N2CCCC2)cc1 | 2% |
| 19 | N=C1C(c2ccccc2)=C(O)CN1c1ccccc1N1CCOCC1 | -1% |
| 21 | CCCS(=O)(=O)c1c(S(=O)(=O)CCC)c2c(N)cccn2c1C(=O)c1ccc(Br)cc1 | -10% |

Next part
no.	smiles	Eya2 inh	Coupling enz	hERG WT inh	uPA surface inh	KCNH2 3.1 block	B2AR arrestin	Chronic BCR inh	Giardia killer	PKM2 activator	GALK inhibitor	USP2a block
25	O=C(CNS(=O)(=O)c1cccs1)NCc1ccccc1	8%	2	-1	4%	8	-0.3%	-2%	5	1%	9%	2%
26	O=C(/C=C/c1ccco1)OCc1nnc(-c2ccccc2)o1	8%	4	4	-10%	-3	0.1%	6%	-8	6%	-2%	-1%
27	Cc1ccc(OC(=O)c2ccccc2C(=O)OCC(F)(F)C(F)F)cc1	-30%	-17	2	10%	-1	-0.4%	?	-22	0%	4%	4%
28	Cn1c(=O)cc(SCC(=O)NCCC2=CCCCC2)c2ccccc21	-3%	-1	-9	7%	15	0.3%	-2%	38[activator]	8%	0%	1%
29	O=C(Nc1ccccc1Cl)NC1(C(=O)N2CCCC2)CCCCC1	-4%	2	11	0%	10	-0.5%	2%	-17	16%	1%	1%
30	COc1ccc(S(=O)(=O)N2CCN(c3ccccc3)CC2)cc1	5%	0	-6	0%	-14	0.1%	6%	4	?	-2%	0%
31	CCCCn1cnc2c(=S)nc(N)[nH]c21	27%	2	11	6%	-3	-0.8%	-6%	-11	-6%	/	1%
32	CC(C)[C@H](NC(=O)C1CCN(S(=O)(=O)c2ccccc2)CC1)C(=O)NCc1ccccc1	-7%	/	-8	1%	2	0.1%	1%	-2	/	-7%	3%
33	CC(=O)Nc1cccc(Oc2cc(C#N)c(C#N)cc2N2CCCCCC2)c1	-1%	2	-4	-7%	11	3.9%	6%	-19	-5%	0%	-4%
34	c1cnc2ccc3ncccc3c2c1	-10%	-9	-4	-4%	24	0.0%	-9%	22	-4%	7%	1%
35	O=C(COC(=O)C1CC(=O)N(Cc2ccccc2)C1)c1ccc(F)cc1 (configuration not stated)	-24%	5	-8	5%	2	0.0%	4%	6	-1%	-1%	10%
36	COc1ccc(-c2c(-c3ccc(O)cc3O)n[nH]c2C(F)(F)F)cc1	-7%	1	-20	2%	1	-0.5%	?	6	2%	-3%	1%
37	COc1ccc(S(=O)(=O)Nc2nc3n(n2)C(c2ccc(Cl)cc2)CC(=O)N3)cc1 (configuration not stated)	-11%	12	6	10%	-2	-0.1%	-2%	10	0%	2%	0%
38	O=C(CN1CCOCC1)N/N=C/c1ccc(-c2cccc(Cl)c2Cl)o1	-20%	-1	3	0%	-16	-0.6%	?	-10	-1%	-3%	1%
39	COc1ccc(CN2CCN(C(=O)c3ccc(F)cc3)CC2)c(OC)c1	10%	0	10	17%	-8	11%	0%	4	11%	6%	1%
40	Cc1ccc(CNC(=O)CN2C(=O)c3ccccc3S2(=O)=O)cc1	16%	0	3	0%	0	-0.5%	5%	-2	4%	-2%	-1%
41	Cc1cccc(SC2CCN(C(=O)C3CCC(=O)N(C4CC4)C3)CC2)c1 (configuration not stated)	-3%	0	-11	6%	-6	-0.8%	0%	15	1%	-1%	0%
42	CSC1=N/C(=C\c2c(F)cccc2Cl)C(=O)S1	5%	-2	5	1%	5	-1.5%	0%	-27	-19%	-5%	-1%
43	COc1cccc(CN2CCN(Cc3cccc4c3OCO4)CC2CCO)c1 (configuration not stated)	0%	-4	-3	4%	-1	-0.2%	?	11	4%	-2%	-1%
44	COc1cc(C(=O)Nc2ccc3oc(-c4cccnc4)nc3c2)cc(OC)c1OC	1%	0	-13	2%	11	-0.1%	?	-6&-18	/	1%	0%
45	CCOC(=O)N1CCN(C(=O)CSc2cc(C)nc3c(-c4ccccc4OC)c(C)nn23)CC1	2%	0	-5	18%	2	0.1%	-17%	12	4%	3%	3%
46	CCc1nnc(NC(=O)C=C(C)C)s1	6%	-1	1	1%	23	-0.1%	0%	-18	5%	-3%	5%
47	CN(C)CC(C)(C)CNC(=O)c1cc(Br)cc(Br)c1O	-1%	-6	4	3%	-9	-1.5%	-1%	11	-2%	1%	1%
48	COC(=O)c1ccc(C2CC(=O)Nc3cc(OC)c(OC)c(OC)c32)cc1 (configuration not stated)	3%	2	-5	4%	1	-0.1%	?	-14	-3%	-1%	3%
49	CCOc1cc(/C=C/C(=O)c2ccc(OC)c(CN3CCOCC3)c2)cc(Br)c1O	21%	2	-8	-10%	-1	0.3%	?	-16	/	3%	3%
50	CCc1ccc(N2CCN(CCNC(=O)Nc3ccccc3)CC2)cc1	-7%	1	31	7%	?	-0.1%	0%	6	-2%	5%	0%
51	Clc1cc(NCc2ccccc2)ncn1	4%	/	-11	-6%	24	0.6%	2%	-18	/	/	0%
